# TAAR1 antagonist = antagonists of human TAAR1. Q96RJ0. CHO RD-HGA16 TAAR1, Fluo-8 calcium fluorescence, antagonist. hit rate 1.5% among 360,000. inhibition, % at 3 µM;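 active = inhibition above a per-plate cutoff, the mean inhibition of test compounds on that plate plus 3 SD, cut at about 49% in these data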;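 also: 0% = DMSO plus EC80 beta-PEA response and 100% = DMSO alone without agonist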
# Target sequence (Q96RJ0 whole entry, looked up): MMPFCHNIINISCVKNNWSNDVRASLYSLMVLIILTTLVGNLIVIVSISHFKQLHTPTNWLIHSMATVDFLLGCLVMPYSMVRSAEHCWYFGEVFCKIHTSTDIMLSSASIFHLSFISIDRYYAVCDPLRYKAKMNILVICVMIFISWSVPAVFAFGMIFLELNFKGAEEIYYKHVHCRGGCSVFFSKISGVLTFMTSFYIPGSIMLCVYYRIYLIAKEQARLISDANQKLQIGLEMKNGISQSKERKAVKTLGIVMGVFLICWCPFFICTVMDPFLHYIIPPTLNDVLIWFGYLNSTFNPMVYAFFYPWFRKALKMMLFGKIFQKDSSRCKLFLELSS
#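 Material: RD-HGA16 CHO cells with stable hTAAR1 and Gα16; Dosing: single nominal final test compound concentration of 3 µM; Schedule: seeding 17-24 h prior, 75-min 37 °C, 30-min RT dye loading; Detection: kinetic Fluo-8 calcium fluorescence measurement; Measure: % inhibition from peak post-agonist over basal fluorescence ratio; Benchmarks: vehicle and agonist controls.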
# CHO-K1 Ca antag = M1 antagonist counterscreen hit in parental CHO-K1 cells. ATP-induced calcium, Fluo-8 fluorescence. inhibition, % at 3 µM. hit rate 0.6% among 360,000. AID 602250;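 active = inhibition above a per-plate cutoff, the plate's mean sample inhibition plus 3 SD, cut at about 24% in these data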;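 also: 0% = DMSO plus EC80 ATP and 100% = DMSO alone without ATP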
# GPR7 antagonist = human neuropeptides B/W receptor 1 antagonism; inhibition, % at 4.4 µM; hit rate 1.1% among 290,000; P48145; AID 1861; GPR7-expressing cells, fluorescence antagonist assay; in the data active = inhibition above about 16%, passing the limit was not always enough;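 also: cells stimulated with the agonist NPW; 0% = agonist with vehicle and 100% = vehicle without agonist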
# M1 PAM parental = nonselective activator or artifact in parental CHO-K1 calcium assay. hit rate 0.02% among 360,000. activation, % at 3 µM. ATP EC20, Fluo-8 calcium fluorescence; 0% at ATP EC20, 100% at ATP max. AID 602247;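 active = activation above the run cutoff, the mean activation of all test compounds plus 3 SD, cut at about 40% in these data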;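 also: peak over basal fluorescence ratio in a 140 s read after ATP addition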
# OXTR potentiator = potentiators of human oxytocin receptor | P30559 | CHO-OTR cells, Fluo-8 calcium fluorescence, potentiator mode; 0% = oxytocin EC15, 100% = EC100 | activation, % at 3 µM | hit rate 0.061% among 320,000 | AID 2445;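 active = activation above that plate's cutoff, the mean activation of tested compounds plus 3 SD, cut at about 6.6% in these data, passing the limit was not always enough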;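 also: 100% uses oxytocin at 75 nM as the full agonist control; some results filed as inactive read as strong as hits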
#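 Measured by – Fluo-8 calcium dye fluorescence · Test system – human OTR in CHO cells · Dosing – one concentration, 3.0 µM compound · Controls – EC15 oxytocin alone as 0%, 75 nM oxytocin as 100% · Evaluation – normalized max/min fluorescence ratio, % activation · Timing – 6 min pre-incubation, 100 s read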
# V1aR counter = counter-screen for oxytocin receptor agonists: human V1a receptor agonists; CHO-V1R cells, Fluo-8 calcium fluorescence, agonist mode; 0% DMSO, 100% 3 nM vasopressin; hit rate 0.25% among 320,000; AID 2797; activation, % at 3 µM; P37288;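 active = activation above the mean activation of all tested compounds plus 3 SD, per screening run, cut at about 20% in these data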;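 also: signal is peak over basal fluorescence ratio across a 100 second FLIPR read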
# Target sequence (P37288 whole entry, looked up): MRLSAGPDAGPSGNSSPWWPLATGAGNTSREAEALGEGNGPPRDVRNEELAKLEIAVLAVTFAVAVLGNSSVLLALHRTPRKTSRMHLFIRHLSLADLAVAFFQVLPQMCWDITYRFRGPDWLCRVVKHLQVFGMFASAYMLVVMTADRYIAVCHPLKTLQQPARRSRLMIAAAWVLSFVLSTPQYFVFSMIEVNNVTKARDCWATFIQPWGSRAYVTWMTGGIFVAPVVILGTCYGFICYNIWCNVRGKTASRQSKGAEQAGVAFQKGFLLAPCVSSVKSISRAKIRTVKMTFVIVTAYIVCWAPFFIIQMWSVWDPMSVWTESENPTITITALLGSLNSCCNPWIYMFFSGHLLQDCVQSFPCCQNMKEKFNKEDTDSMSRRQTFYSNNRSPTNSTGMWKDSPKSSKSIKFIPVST
# M1 ag parental = nonselective activator or artifact in parental CHO-K1 cells; hit rate 0.48% among 360,000; AID 602248; activation, % at 3 µM; Fluo-8 calcium fluorescence; scaled to maximal ATP response, vehicle zero; in the data active = activation above about 15%;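 also: untransfected CHO-K1 host cells lacking M1 receptor as counterscreen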
# CHO parental Ca = signal in parental CHO cells, OX1R antagonist counter-screen. parental CHO-K1, ATP-induced calcium, Fluo-8 fluorescence. inhibition, % at 5.6 µM. hit rate 0.63% among 330,000;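 active = inhibition above that plate's mean sample inhibition plus 3 SD, cut at about 26% in these data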;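 also: 0% = ATP-challenged DMSO wells and 100% = DMSO wells without ATP; some compounds past the cut are filed as inactive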
#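 material = parental CHO cells | also added = ATP as calcium-mobilizing challenge | dosing = single point at 5.6 µM | detection = intracellular calcium via Fluo-8 no-wash fluorescent dye | read-out = % inhibition | benchmarks = low control ATP plus DMSO, high control DMSO only | repeats = one well per compound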
# OXTR ag = agonists of human oxytocin receptor; P30559; CHO-OTR cells, Fluo-8 calcium fluorescence; normalized: DMSO 0%, oxytocin 100%; activation, % at 3 µM; hit rate 0.32% among 320,000; AID 2435;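 active = activation above the mean of all tested compounds plus 3 SD, cutoff set per screening run, cut at about 20% in these data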;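 also: peak over basal fluorescence ratio from a 100 s FLIPR kinetic read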
# Active calls of the source: *; . = not tested or not shown.
(1) O=C(NC1CCN(c2ncccn2)CC1)c1ccccc1Cl
(2) Cn1nnc2cc(C(=O)NC(C)(C)C)ccc21
(3) CC(C)c1ccccc1NC(=O)COC(=O)c1cc([N+](=O)[O-])ccc1N1CCOCC1
(4) CCCC(=O)Nc1cc(S(=O)(=O)N2CCCCC2)ccc1N1CCOCC1
(5) O=C1c2cccnc2C(Nc2ccc(Cl)cc2)N1Cc1cccs1 (stereo unspecified)
(6) C[C@H](CO)N1C[C@H](C)[C@@H](CN(C)C(=O)NC2CCCCC2)Oc2c(NS(=O)(=O)c3ccccc3)cccc2C1=O
(7) COc1ccc(C(=O)N/C(=C\c2cn(C)c3ccccc23)C(=O)NCCCN2CCOCC2)cc1OC
(8) CC(C)Cn1c(SCC(=O)N(C)C2CCS(=O)(=O)C2)nc2cc(Cl)ccc2c1=O (stereo unspecified)
(9) Cc1ccc(-n2c(SCc3ccc(C(=O)O)cc3)nnc2-c2ccncc2)cc1
(10) O=C(CCNC(=O)N1CC(=O)Nc2ccccc21)Nc1ccc(Cl)cc1
compound no.	1	2	3	4	5	6	7	8	9	10
TAAR1 antagonist	-14	14	20	-7	6	9	-17	-10	-12	-5
CHO-K1 Ca antag	-6	-7	-7	10	-7	-8	-6	2	-5	-5
GPR7 antagonist	-7	5	.	.	-5	.	-4	.	-6	1
M1 PAM parental	0	-1	4	8	22	4	7	-4	-7	6
OXTR potentiator	-1	-7	-5	0	5	2	-7	-8	2	-8
V1aR counter	0.1	1.0	-1.4	0.3	1.9	0.2	-0.2	-0.1	0.6	0.4
M1 ag parental	1.9	0.2	0.7	-0.5	1.3	0.4	7.4	0.2	0.8	1.0
CHO parental Ca	-10	0	-4	-14	-11	-17	-16	-25	-10	10
OXTR ag	-0.1	-0.7	-1.8	0.9	1.5	1.9	-0.6	-1.8	0.8	6.9

(11) O=C(O)C1CCCN1c1ncnc2ccccc12 (stereo unspecified)
(12) COc1ccc(CC(NC(C)=O)C(=O)NC2CCN(C(=O)c3cccc(Cl)c3)CC2)cc1OC (stereo unspecified)
(13) CCOc1cc(C2CC(=O)N3CN(C4CCCCC4)CSC3=C2C#N)ccc1O (stereo unspecified)
(14) CC1(CC(=O)N/N=C/c2ccc(-c3ccc(C(=O)O)cc3)o2)OCCO1
(15) CC(/C=N/NC(=O)c1cc(-c2ccc(C)o2)[nH]n1)=C\c1ccccc1
(16) CN(CC(=O)Nc1ccc(F)cc1)C(=O)c1cc(-c2cccs2)nn1-c1ccccc1
(17) O=C(CCc1ccccc1)NC(NC(=S)Nc1ccc(Br)cc1)C(Cl)(Cl)Cl (stereo unspecified)
(18) Nc1nc(C(=O)N2CCOCC2)nn1C(=O)c1ccc(Cl)cc1
(19) N#C/C(=C\c1cn[nH]c1-c1ccccc1)C(=O)NC1CCCCCC1
(20) CCc1ccc(NC2=NC(C(=O)c3ccccc3)CC(=O)N2)cc1 (stereo unspecified)
compound no.	11	12	13	14	15	16	17	18	19	20
TAAR1 antagonist	-3	-20	0	-25	18	69*	26	-2	0	-24
CHO-K1 Ca antag	14	-8	6	-17	12	-1	9	-4	-19	-16
GPR7 antagonist	3	2	-5	-15	-9	.	5	0	-6	-16
M1 PAM parental	-10	16	11	22	-11	1	5	18	-5	8
OXTR potentiator	6	.	-2	-3	-10	.	-9	-1	-7	-11
V1aR counter	0.6	.	-0.5	0.3	-0.1	.	3.8	-0.5	-0.7	-0.4
M1 ag parental	0.1	0.1	1.7	1.6	0.3	0.5	8.3	0.7	-0.4	0.5
CHO parental Ca	6	.	-4	-2	-14	.	-2	-1	-15	8
OXTR ag	0.5	.	0.3	-0.1	-1.2	.	5.3	0.6	-0.8	-0.6

(21) NCc1ccccc1
(22) CC(C)NS(=O)(=O)c1ccc2c3c(cccc13)CC2
(23) CC1(OC(=O)C2CCCC2)C(=O)C=C2C=C(c3ccsc3)OC=C2C1=O (stereo unspecified)
(24) COc1cc(C(=O)NCc2nnc(SCC(=O)Nc3cccc(C(F)(F)F)c3)o2)cc(OC)c1OC
(25) COc1cccc(-c2ncc3ccccc3c2COC(=O)c2ccccc2C(=O)O)c1
(26) COc1cc(NCC2COc3c(ccc(OC)c3OC)C2=O)c([N+](=O)[O-])cc1OC (stereo unspecified)
(27) C/C(=N\NC(=O)CCC(=O)NCc1ccccc1)c1ccc([N+](=O)[O-])cc1
(28) O=C(Cn1c(=O)oc2cc(S(=O)(=O)NCc3ccccc3)ccc21)N1CCCC1
(29) CC(=O)c1ccc(N2CCN(S(=O)(=O)c3ccc4c(c3)CCC(=O)N4)CC2)cc1
(30) CCOc1ccc(N2CC(NS(=O)(=O)c3cccnc3)CC2=O)cc1 (stereo unspecified)
compound no.	21	22	23	24	25	26	27	28	29	30
TAAR1 antagonist	-25	-18	0	2	-9	-6	-4	-11	-14	0
CHO-K1 Ca antag	1	-1	-9	0	-4	3	-6	-9	4	-4
GPR7 antagonist	.	-11	.	-6	.	.	.	-11	.	.
M1 PAM parental	8	11	-7	-12	21	15	3	13	-5	8
OXTR potentiator	2	-5	-1	-5	-2	.	-5	-8	.	-1
V1aR counter	0.5	-0.9	1.0	0.4	-0.8	.	0.3	0.2	.	-0.2
M1 ag parental	0.4	0.1	0.0	0.0	1.9	4.1	0.0	0.7	1.4	0.5
CHO parental Ca	-12	-26	-13	-10	-13	.	-8	5	.	-12
OXTR ag	0.4	-1.8	0.9	0.0	-0.8	.	-1.2	-0.7	.	-0.5

(31) CCN(c1ccccc1)S(=O)(=O)c1nnc(NC(=O)c2ccccc2OC)s1
(32) O=C(O)CSCC(=O)N1CCCN(c2ccc(C(F)(F)F)cn2)CC1
(33) COc1ccc(Br)cc1CNc1ccc2[nH]c(=O)[nH]c2c1
(34) CCOC(=O)c1cnc2ccc(C)cc2c1NCCO
(35) CCOC(=O)N1CCC(NC(=O)C2CCCN(S(=O)(=O)c3cccnc3)C2)CC1 (stereo unspecified)
(36) CC(C)(C)NC(=O)CN(C(=O)CS(=O)CC(=O)Nc1ccc(F)cc1)c1ccc(Cl)cc1 (stereo unspecified)
(37) CCC(CC)NC(=O)COc1ccc(OC)cc1C=O
(38) O=C(/C=C/c1ccc2c(c1)OCO2)N1CCOCC1
(39) CCN1CCN(C(=O)C2COc3ccccc3O2)CC1 (stereo unspecified)
(40) CCOC(=O)c1[nH]c(C)c(C(=O)NC2CCCCC2)c1C
compound no.	31	32	33	34	35	36	37	38	39	40
TAAR1 antagonist	9	2	4	-11	-17	10	3	0	-22	-12
CHO-K1 Ca antag	2	-11	-5	-5	42*	-19	-20	-12	-11	-2
GPR7 antagonist	6	-25	-6	-9	9	1	-18	-1	-18	-9
M1 PAM parental	19	10	10	22	-7	14	19	18	2	14
OXTR potentiator	-8	.	-22	-7	-1	-6	-11	-1	0	-2
V1aR counter	1.0	.	1.4	-1.2	0.4	0.5	-0.2	0.8	1.4	-0.2
M1 ag parental	1.1	1.1	1.0	0.4	0.2	0.1	1.1	0.4	1.3	0.6
CHO parental Ca	9	.	3	-15	3	-15	-15	-1	3	-1
OXTR ag	-0.1	.	1.9	-0.4	-1.4	-0.3	0.7	0.0	0.3	0.4

(41) O=C(O)c1cc2c([nH]c1=O)CCCC2
(42) Clc1ccc(CN2CCN(c3ncccn3)CC2)c(Cl)c1
(43) N#CC(C(=O)Nc1ccc(Cl)c(Cl)c1)=C1Nc2ccccc2N1
(44) COc1ccc2cc(CN(Cc3cccnc3)Cc3nnnn3Cc3ccccc3)c(=O)[nH]c2c1
(45) CN1CCN(C(=O)/C(=C/c2ccco2)NC(=O)c2ccccc2)CC1
(46) CCC(c1nnnn1-c1ccc2c(c1)OCCO2)N1CCN(c2ccccc2)CC1 (stereo unspecified)
(47) CC(C)(C)c1cc(-c2ccco2)c(C#N)c(SCC#N)n1
(48) Cc1ccc(C)c2[nH]c(=O)c(CCNC(=O)c3cccs3)cc12
(49) Cn1cc(CNCC2CCCO2)c(-c2ccc(Oc3ccccc3)cc2)n1 (stereo unspecified)
(50) Cc1ccc(NC(=O)N2CCSc3ccccc32)cc1
compound no.	41	42	43	44	45	46	47	48	49	50
TAAR1 antagonist	-8	-8	9	-1	1	1	-1	0	-22	-7
CHO-K1 Ca antag	-10	-10	-4	.	-11	-18	-8	8	5	-2
GPR7 antagonist	0	-8	-10	7	-12	.	-4	-14	13	-13
M1 PAM parental	14	0	11	.	7	-2	14	-4	1	7
OXTR potentiator	-8	-12	-8	-3	-7	.	-6	-7	-1	-1
V1aR counter	0.6	-0.6	0.0	7.7	0.0	.	-0.9	0.2	2.2	-1.4
M1 ag parental	0.1	0.3	0.0	.	0.4	7.0	0.1	2.3	0.5	0.4
CHO parental Ca	11	-15	-15	-25	-5	.	-27	-26	-27	-6
OXTR ag	0.0	-1.3	-0.8	0.5	0.0	.	-0.6	0.2	0.2	-1.3

(51) CCCn1c(Nc2cccc(OC)c2)nc2ccccc21
(52) COc1cc(CNCc2ccncc2)cc(OC)c1OC
(53) COc1ccc(OC)c(NC(=O)c2cccc(N3C(=O)C4C5C=CC(C6CC56)C4C3=O)c2)c1 (stereo unspecified)
(54) COC(=O)C1CN(C(=O)COc2ccc(Cl)cc2C)c2ccccc2O1 (stereo unspecified)
(55) CCn1cc(S(=O)(=O)Nc2ccc(Cl)cc2F)cn1
(56) COc1ccc(CCNC(=O)CCc2nc3sc4c(c3c(=O)[nH]2)CCCC4)cc1
compound no.	51	52	53	54	55	56
TAAR1 antagonist	-1	-4	75*	11	-21	-16
CHO-K1 Ca antag	18	-10	-6	-11	-10	-15
GPR7 antagonist	-4	-14	24*	9	-14	-1
M1 PAM parental	-15	16	-12	2	4	11
OXTR potentiator	-3	-8	-10	-8	-6	-11
V1aR counter	-0.5	-0.3	10	3.6	0.0	3.1
M1 ag parental	4.0	1.0	12	4.6	1.2	7.6
CHO parental Ca	-15	-8	-7	-16	-14	-12
OXTR ag	-1.7	-0.3	5.0	1.7	-0.9	-0.2
